# TRPN1 ag: zebrafish TRPN1 channel agonists, primary screen, cell-based, HEK293, calcium fluorescence; AID 1424, 2008; transient receptor potential cation channel N1 (TRPN1/NompC), Danio rerio; 0.18% of 220,000 active; activation, % at 3 µM; HEK293 zebrafish TRPN1-YFP, Fluo-8 calcium fluorescence; 100% = response to 87 µM carbachol;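 active = activation above its plate's cutoff, the mean activation of test wells on that plate plus 3 SD, cut at about 19% in these data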;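 note: 0% = DMSO alone and 100% = 87 µM carbachol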
#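 System: zebrafish TRPN1-YFP in HEK293 cells / Dosing: 3 µM single point / Timing: dye loading 1 h at 37 °C, then 30 min room temperature / Signal: Fluo-8 calcium fluorescence, excitation 470-495 nm, emission 515-575 nm / Read-out basis: percent activation from peak over basal fluorescence ratio, control-normalized / Control set: high carbachol 87 µM, low DMSO alone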
# TRPML3 agonist: human TRPML3 channel agonists, primary screen, cell-based, HEK293 TRPML3-YFP, Fluo-8 calcium fluorescence, 3 µM | 100% = the carbachol control signal | 0.29% of 220,000 active | AID 1448, 2008 | activation, % at 3 µM | Mucolipin-3 (Homo sapiens), Q8TDD5;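 active = activation above its plate's cutoff, the mean activation of the plate's test wells plus 3 SD, cut at about 12% in these data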;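 note: 0% = DMSO only wells and 100% = carbachol wells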
#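 Test system: HEK293 cells stably carrying human TRPML3-YFP; Doses: single dose, 3 µM final nominal compound, 0.3% DMSO final; Schedule: dye loading 1 h 37 °C then 30 min ambient, 125 s read; Technique: Fluo-8 calcium fluorescence; Benchmarks: high control carbachol 87 µM, low control DMSO.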
# m-calpain inh: inhibitors of pig calpain II, primary screen, biochemical, fluorogenic peptide substrate, 1536-well; purified calpain II, 30 min; inhibition, % at 16 µM; 0.37% of 220,000 active; AID 1236, 2008;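 active = inhibition above about 50%, limit read from the data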
# Thrombin inh: human alpha-thrombin inhibitors, primary screen, counter-screen for coagulation protease inhibitor project, biochemical, 1536-well, fluorogenic AMC substrate | Prothrombin (Homo sapiens), P00734 | Boc-VPR-AMC fluorogenic substrate cleavage | inhibition, % at 5 µM | 0.26% of 220,000 active | AID 1046, 2008;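 active = inhibition at or above 40%; inactive = inhibition below 40%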;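 note: 0% = enzyme with no compound and 100% = wells without enzyme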
#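 Assay system: human alpha-thrombin enzyme. Reagent: Boc-VPR-AMC substrate, 15 µM final. Compound dosing: one concentration per compound, 5 µM, with 0.2% DMSO. Incubation: room-temperature reaction. Technique: AMC fluorescence, 355/460 nm. Measure: % inhibition relative to enzyme controls and enzyme-free blanks.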
# Tb hexokinase: Trypanosoma brucei hexokinase 1 inhibitors, primary screen, biochemical, G6PDH-coupled NADH absorbance, MLSCN library | hexokinase 1 [Trypanosoma brucei] | recombinant TbHK1, G6PDH-coupled NADH A340 | inhibition, % at 10 µM | 0.11% of 220,000 active;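 active = inhibition of 50% or more in the single-dose primary screen; inactive = inhibition below 50%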
# Furin inh: human furin inhibitors, primary screen, biochemical, fluorescence intensity. P09958. purified furin, fluorogenic substrate cleavage. inhibition, % at 30 µM. 0.061% of 220,000 active; in the data active = inhibition above about 25%; note: inactives centre near -15
# Target sequence (P09958 108-714 limits assumed): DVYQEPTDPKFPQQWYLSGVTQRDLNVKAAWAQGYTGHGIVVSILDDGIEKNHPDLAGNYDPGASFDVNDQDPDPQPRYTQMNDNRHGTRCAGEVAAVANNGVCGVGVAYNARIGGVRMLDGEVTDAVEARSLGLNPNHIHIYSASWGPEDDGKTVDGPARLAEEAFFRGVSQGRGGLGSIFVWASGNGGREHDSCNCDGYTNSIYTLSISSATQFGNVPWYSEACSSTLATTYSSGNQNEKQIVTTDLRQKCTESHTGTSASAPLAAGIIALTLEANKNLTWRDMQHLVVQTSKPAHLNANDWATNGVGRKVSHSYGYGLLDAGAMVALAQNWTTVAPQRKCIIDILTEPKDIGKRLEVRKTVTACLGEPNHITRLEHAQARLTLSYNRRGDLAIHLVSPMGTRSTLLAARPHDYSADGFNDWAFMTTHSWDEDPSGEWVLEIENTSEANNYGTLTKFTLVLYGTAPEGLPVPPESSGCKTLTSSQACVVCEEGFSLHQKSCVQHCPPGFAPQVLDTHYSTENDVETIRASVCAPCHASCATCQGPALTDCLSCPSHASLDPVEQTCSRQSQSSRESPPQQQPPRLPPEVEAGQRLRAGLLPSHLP
# EBV gp42 inh: Epstein-Barr virus gp42 inhibitors, primary screen, biochemical, uHTS, fluorescence polarization. Glycoprotein 42 (Epstein-Barr virus (strain AG876)), Q1HVG2. inhibition, % (tested at 21.74 µM). 0.42% of 220,000 active. Fluorescence polarization binding assay, mP read-out; in the data active = inhibition above about 50%
# Target sequence (Q1HVG2 whole entry, looked up): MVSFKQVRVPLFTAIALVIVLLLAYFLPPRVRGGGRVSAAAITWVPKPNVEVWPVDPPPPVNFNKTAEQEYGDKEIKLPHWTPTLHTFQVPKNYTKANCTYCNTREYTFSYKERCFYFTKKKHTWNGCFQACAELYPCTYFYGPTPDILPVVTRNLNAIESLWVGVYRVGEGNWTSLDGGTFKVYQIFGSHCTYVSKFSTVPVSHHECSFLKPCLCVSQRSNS
# PPC-1+TRAIL kill: compounds killing PPC-1 cancer cells with TRAIL present, primary screen, TRAIL potentiator project, ATPLite luminescence, uHTS; PPC-1 cells + TRAIL, ATPLite viability luminescence; cell killing (% activity), % at 4 µM; 0.41% of 220,000 active; AID 1443, 2008;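 active = cell killing above 50% in the first pass at 4 µM, then a duplicate retest at 5 µM averaging 50% or more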;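 note: plate controls were cells with TRAIL plus DMSO for no effect and medium-only wells lacking cells for full effect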
# KCC2 mod: KCC2 cotransporter modulators, thallium flux, primary screen, cell-based, HEK293 KCC2, FluoZin-2 fluorescence, MLSMR; 2.2% of 190,000 active; KCC2 cells, thallium flux FluoZin-2 fluorescence; B-score of Tl+ flux slope (higher = more flux/activation; lower = inhibition) at 10 µM;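 active = thallium flux slope and its plate-corrected score both differing from the plate sample mean at a set confidence after two filtering rounds, in either direction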;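 note: slope of fluorescence scaled to starting intensity during 10 to 20 s after thallium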
# * = called active by the depositor; · = no result given; [ ] = another dose, or the depositor's remark.
SMILES,TRPN1 ag,TRPML3 agonist,m-calpain inh,Thrombin inh,Tb hexokinase,Furin inh,EBV gp42 inh,PPC-1+TRAIL kill,KCC2 mod
OCCOc1ccc(C2=NCCO2)cc1,-0.3,0.0,-7.2,-3.6,-0.6,-12.5[20 µM],2.8,-8.4,-0.0444
Cc1c(C(=O)OCc2ccccc2)[nH]c2c1C(=O)CC(c1ccco1)C2 (centres undefined),-2.2,-0.5,5.1,-1.8,-1.3,-28.6,-2.5,7.6,0.593
CCCOc1ccc(OCCCCNC(C)CC)cc1 (centres undefined),-1.1,0.5,-13.7,-6.2,-11.2,-20.1[20 µM],-3.6,-0.1,·
O=C(CCN1C(=O)c2ccccc2C1=O)N1CCN(c2ccccn2)CC1,1.0,1.0,-3.5,1.3,-3.5,-9.7,-26.6,3.1,-0.00206
S=c1[nH]nc(C2CCCCC2)n1/N=C/C=C/c1ccccc1,-1.4,-0.8,-2.2,-2.7,-1.4,-8.5,-0.4,-1.7,7.74*
Cc1ccc(O)c(NC(=O)CSc2n[nH]c(C)c2[N+](=O)[O-])c1,6.9,2.3,4.8,-7.7,-14.5,-31.5,-1.1,6.3,-0.897
COc1ccc(S(=O)(=O)Nc2ccc(N3CCOCC3)cc2)cc1[N+](=O)[O-],1.3,1.2,-3.7,1.8,-3.7,-14.6,-2.7,6.8,-0.292
CCOC(=O)C1=C(CS(=O)(=O)c2ccccc2)NC(=O)NC1c1ccc(OC)c(OC)c1 (centres undefined),1.0,-0.3,-11.9,2.0,-9.8,-24.6,0.0,17.5,0.325
CCOC(=O)c1sc(NC(=O)c2noc3c2CCCC3)c(C(=O)OCC)c1C,0.3,0.1,·,·,-4.3,-15.7,·,·,0.0452
COc1ccc(CC(=O)NCc2nnc(SCCOc3ccccc3)n2C)cc1,0.8,-0.6,-46.8,-7.1,1.3,-19.3[20 µM],-9.2,-18.9,-0.847
O=C(CNC(=O)c1ccncc1)N/N=C/c1cc(Br)ccc1OCc1ccccc1,-0.6,-0.6,-51.9,-2.1,-17.9,-2.5,8.7,-4.2,-2.32
CCOC(=O)C(=CNc1cc(C)ccc1C)C(=O)OCC,-1.1,-1.2,4.4,-9.5,-19.0,-11.0[20 µM],-12.9,14.6,-0.99
CCn1cc(/C=N/NS(=O)(=O)c2ccc(C)cc2)c(C)n1,-0.1,0.9,10.5,-9.4,-5.5,-13.5[20 µM],-15.6,24.2,0.0576
Cc1nn(Cc2cccc(C(=O)NC3CCCCC3)c2)c(C)c1Cl,1.0,0.5,8.6,-2.7,1.1,-5.7[20 µM],5.4,16.9,-0.854
Cc1ccc([N+](=O)[O-])c(-c2n[nH]c(=S)n2-c2cccc(Cl)c2)c1,-0.7,-0.1,8.6,-5.5,-9.1,-21.9,1.5,18.0,7.13*
O=C(COc1ccc2ccc(=O)oc2c1)N1CCc2ccccc21,1.9,1.0,-11.7,-2.1,-3.2,-29.3,-14.4,10.4,-0.817
O=C(NCCOCCOCCNC(=O)c1cccnc1)c1cccnc1,0.8,0.6,-14.5,-14.8,-1.9,-30.7,-18.2,-4.5,1.26
CCCC(C)NC(=O)CSc1nnc2ccccn12 (centres undefined),-0.7,1.1,-11.6,-12.4,-2.6,-6.2,-15.2,-16.7,0.461
COc1ccc(S(=O)(=O)N2CCOCC2)cc1NC(=O)CSc1n[nH]c(=O)n1C1CC1,2.3,1.1,-16.0,-2.9,-6.2,-10.0,-16.1,0.0,-0.291
Cn1c(=S)[nH]c2scc(-c3cccs3)c2c1=O,2.1,-0.5,18.5,-4.3,3.9,-9.7,-14.6,-10.7,58.7*
CN(Cc1cccs1)CC(O)COCc1ccco1 (centres undefined),0.9,0.4,0.6,0.7,-1.2,8.7[20 µM],-1.0,-18.2,0.0787
Cc1cc(=O)oc2cc(OCC(=O)NCCCN3CCOCC3)ccc12,-0.6,0.2,-64.5,-2.9,-13.0,-11.1[20 µM],-7.7,10.2,0.0592
C=C(C)Cn1c(SCC(=O)N/N=C/c2ccccc2)nc2ccccc2c1=O,1.3,0.3,-6.0,-1.9,-0.1,-26.2,-5.1,-4.7,0.0336
O=C(Nc1cc(C(F)(F)F)ccc1Cl)C(NCc1ccccc1)c1ccccc1 (centres undefined),-1.1,-0.2,44.5,-8.2,25.4,-0.3,-13.1,17.3,0.421
Cc1cc(/C=N/N2CCN(C)CC2)c(C)n1-c1ccc(Cl)cc1,0.4,1.0,-13.5,5.4,-20.3,-11.4,-8.2,7.7,1.02
S=c1nc(C23CC4CC(CC(C4)C2)C3)[nH][nH]1,-0.5,0.0,-0.5,-0.9,-3.2,-16.5,-22.9,-6.0,0.306
C=CSc1sc(Cl)c(N2CCOCC2)c1[N+](=O)[O-],-1.1,0.7,0.7,2.8,4.4,-12.8,1.5,24.1,-0.299
N=C(N)Cc1ccccc1Sc1ccccc1,2.1,0.5,-13.3,-2.3,-2.0,-6.4,1.8,20.0,1.09
N#Cc1cccc(NC(=O)Cn2c3[n+](c4ccc(C(F)(F)F)cc42)CCCCC3)c1,0.7,0.4,-13.9,-3.0,16.2,-25.8,-37.3,7.2,0.363
CCN(CCCNC(=O)CN(C)S(=O)(=O)c1cccc2nsnc12)c1cccc(C)c1,0.3,-0.1,14.8,-2.2,-14.3,-25.1,-1.8,4.1,·
COc1ccc(N2C(=O)CC(Sc3ccccc3C(=O)O)C2=O)c([N+](=O)[O-])c1 (centres undefined),1.0,1.4,1.7,3.3,-7.0,-19.2,-12.5,19.9,0.1
Cc1ccc(C(c2nnnn2CC2CCCO2)N2CCN(C)CC2)cc1 (centres undefined),0.7,0.9,-1.9,-5.0,-14.3,-14.5,3.9,5.1,0.603
COC(=O)/C=C1/N/C(=N\c2nc(C)cc(C)n2)N(c2ccc(Cl)cc2)C1=O,0.4,0.6,-32.4,-3.6,-10.1,2.2,-15.4,27.2,0.923
CCCC(=O)Nc1ccc(Cl)c(NC(=O)c2cccc(OC)c2)c1,-0.9,0.0,-6.6,4.3,4.1,-15.3,-9.9,8.1,0.279
COC(=O)C(c1cc(OC)c(O)c(OC)c1)(N1CCNC(C)C1)C(F)(F)F (centres undefined),1.7,0.3,6.4,-7.0,0.7,-7.3,-6.6,20.8,0.353
COc1ccc(OCCOC(=O)c2nc3nccc(C)n3n2)cc1,0.4,1.3,15.3,-0.7,2.4,-23.2,-6.8,21.0,0.153
CCCCCc1nc2c(c3c1CCCC3)CCCC2,0.7,0.8,6.5,-1.1,5.4,-26.6,-19.0,31.2,-0.903
Cc1nnc(-c2cnn(C)c2N)n1CCCN1CCOCC1,1.2,1.4,-13.0,-4.8,-5.8,-22.5,3.1,3.8,0.32
CN(C)C(=S)c1ccc2ccccc2n1,1.3,0.8,-4.3,2.3,-2.4,-19.7,-8.2,11.2,-0.0566
CCc1cc2cc3c(cc2nc1SCC(=O)OC(C)C)OCO3,-0.2,0.4,3.3,-2.8,-0.5,-18.0,11.4,21.5,0.147
O=C(O/N=C\c1ccc(N2CCCCC2)c([N+](=O)[O-])c1)c1c(F)cccc1F,-1.6,0.3,34.5,1.6,-18.7,-6.4[20 µM],11.1,20.7,-0.00265
CCCc1cc(=O)[nH]c(SCc2ccccc2Cl)n1,1.0,-1.4,0.6,-2.2,0.0,-8.4[20 µM],-2.9,-2.4,1.68
CCOC(=O)c1cc2occc2n1CC(=O)N1CCOCC1,0.2,0.8,15.4,0.9,16.9,-15.8,-2.5,16.5,-0.473
CC(C)c1nc(SCC(=O)NC(=O)NC(C)(C)C)n[nH]1,1.9,0.4,-19.1,2.2,-6.3,-25.1,-17.3,-29.3,-0.671
COc1ccc(/C(N)=N/OC(=O)Oc2ccccc2)cc1OC,0.7,0.8,-3.2,-13.6,-2.9,-5.5,25.1,23.9,0.533
CCOC(=O)C(NCc1ccc2c(c1)OCO2)(NC(=O)CC)C(F)(F)F (centres undefined),-1.1,0.8,-57.0,-3.9,-0.4,-16.7,-9.5,2.0,0.809
CC(C)COC(=O)c1cccc2c1-c1ccccc1/C2=N\O,0.0,-0.1,16.4,2.6,7.4,-19.4[20 µM],-14.4,21.4,0.326
CCOC(=O)c1ccccc1NS(=O)(=O)c1ccccc1,-2.6,-0.8,-4.0,1.2,2.3,-17.9[20 µM],-7.7,6.4,-1.12
COc1ccc(NC2CC(=O)N(c3cc([N+](=O)[O-])ccc3C)C2=O)cc1 (centres undefined),-0.9,0.6,11.1,-13.6,-8.2,-18.3,-14.5,-4.3,0.0121
COc1ccc(N=C2NC(=O)/C(=C\C=C\c3ccccc3)S2)cc1,2.4,1.2,36.6,-4.2,0.4,-13.5,-15.8,15.7,-0.154
CCCCNC(=O)c1ccc(NC(C)=O)c(Cl)c1,1.8,0.0,-4.1,-3.7,1.9,-17.2,-2.5,-1.0,0.0331
CS(=O)(=O)c1cc([N+](=O)[O-])c(Sc2nc3ccccc3[nH]2)c([N+](=O)[O-])c1,0.0,0.6,-35.6,3.6,-11.7,-17.1[20 µM],10.9,18.2,0.446

# Sorted by value in m-calpain inh (rising): some entries from above.
structure	m-calpain inh
CCCCNC(=O)c1ccc(NC(C)=O)c(Cl)c1	-4.1
CCCc1cc(=O)[nH]c(SCc2ccccc2Cl)n1	0.6
COc1ccc(NC2CC(=O)N(c3cc([N+](=O)[O-])ccc3C)C2=O)cc1 (centres undefined)	11.1
CC(C)COC(=O)c1cccc2c1-c1ccccc1/C2=N\O	16.4

# Copied from the results shown (3 entries):
SMILES,TRPN1 ag,TRPML3 agonist,m-calpain inh,Thrombin inh,Tb hexokinase,Furin inh,EBV gp42 inh,PPC-1+TRAIL kill,KCC2 mod
CCc1cc2cc3c(cc2nc1SCC(=O)OC(C)C)OCO3,-0.2,0.4,3.3,-2.8,-0.5,-18.0,11.4,21.5,0.147
O=C(O/N=C\c1ccc(N2CCCCC2)c([N+](=O)[O-])c1)c1c(F)cccc1F,-1.6,0.3,34.5,1.6,-18.7,-6.4[20 µM],11.1,20.7,-0.00265
CCCc1cc(=O)[nH]c(SCc2ccccc2Cl)n1,1.0,-1.4,0.6,-2.2,0.0,-8.4[20 µM],-2.9,-2.4,1.68

# Screening results (PubChem BioAssay)
